# GPR7 antagonist: antagonists of human GPR7 (neuropeptides B/W receptor 1). P48145. GPR7-expressing cells, fluorescence antagonist assay. inhibition, % at 4.4 µM. 290,000 tested, 1.1% active; in the data active means inhibition above about 16%, passing the limit was not always enough;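 further: cells stimulated with the agonist NPW; 0% = agonist with vehicle and 100% = vehicle without agonist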
# CHO-K1 Ca ag: counter-screen for M1 agonists: effect in parental CHO-K1 cells; Fluo-8 calcium fluorescence; scaled to maximal ATP response, vehicle zero; activation, % at 3 µM; 360,000 tested, 0.48% active; in the data active means activation above about 15%;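 further: untransfected CHO-K1 host cells lacking M1 receptor as counterscreen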
# CHO-K1 Ca antag: counter-screen for M1 antagonists: effect in parental CHO-K1 cells | ATP-induced calcium, Fluo-8 fluorescence | inhibition, % at 3 µM | 360,000 tested, 0.6% active;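 active means inhibition above a per-plate cutoff, the plate's mean sample inhibition plus 3 SD, cut at about 24% in these data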;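 further: 0% = DMSO plus EC80 ATP and 100% = DMSO alone without ATP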
# OXTR agonist: agonists of human oxytocin receptor | P30559 | CHO-OTR cells, Fluo-8 calcium fluorescence; normalized: DMSO 0%, oxytocin 100% | activation, % at 3 µM | 320,000 tested, 0.32% active | AID 2435;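 active means activation above the mean of all tested compounds plus 3 SD, cutoff set per screening run, cut at about 20% in these data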;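 further: peak over basal fluorescence ratio from a 100 s FLIPR kinetic read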
# Target sequence (P30559 whole entry, looked up): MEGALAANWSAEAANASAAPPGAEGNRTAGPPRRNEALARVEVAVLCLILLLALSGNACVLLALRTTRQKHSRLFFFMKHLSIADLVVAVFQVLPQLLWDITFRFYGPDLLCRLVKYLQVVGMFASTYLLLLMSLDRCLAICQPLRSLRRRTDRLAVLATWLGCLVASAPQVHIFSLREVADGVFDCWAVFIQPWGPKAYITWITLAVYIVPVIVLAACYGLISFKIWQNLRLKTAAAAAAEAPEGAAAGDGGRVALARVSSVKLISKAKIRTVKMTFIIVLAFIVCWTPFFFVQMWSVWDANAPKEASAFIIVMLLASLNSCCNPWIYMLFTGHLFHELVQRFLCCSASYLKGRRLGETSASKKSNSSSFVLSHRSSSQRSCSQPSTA
# CHO parental Ca: signal in parental CHO cells, OX1R antagonist counter-screen; parental CHO-K1, ATP-induced calcium, Fluo-8 fluorescence; inhibition, % at 5.6 µM; 330,000 tested, 0.63% active; AID 463079;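 active means inhibition above that plate's mean sample inhibition plus 3 SD, cut at about 26% in these data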;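 further: 0% = ATP-challenged DMSO wells and 100% = DMSO wells without ATP; some compounds past the cut are filed as inactive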
#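 Test system: parental CHO cells; detection: calcium-sensitive Fluo-8 fluorescence; evaluation: percent inhibition of calcium signal; also added: ATP as calcium-mobilizing challenge; repeats: one well per compound; control set: ATP-challenged DMSO wells low, unchallenged DMSO wells high; compound: single nominal dose of 5.6 µM per compound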
# TAAR1 antagonist: human TAAR1 antagonism; Q96RJ0; CHO RD-HGA16 TAAR1, Fluo-8 calcium fluorescence, antagonist; inhibition, % at 3 µM; 360,000 tested, 1.5% active; AID 624466;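 active means inhibition above a per-plate cutoff, the mean inhibition of test compounds on that plate plus 3 SD, cut at about 49% in these data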;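 further: 0% = DMSO plus EC80 beta-PEA response and 100% = DMSO alone without agonist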
#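 Assay system: RD-HGA16 CHO cells with stable hTAAR1 and Gα16 / Reagent: EC80 β-phenethylamine stimulus / Doses: 3 µM, single point / Timing: dye loading 75 min at 37 °C, then 30 min room temperature / Measured by: Fluo-8 intracellular calcium dye fluorescence, real-time kinetic reads / Controls: vehicle wells and EC80 agonist wells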
# CHO-K1 Ca PAM: counter-screen for M1 PAMs: effect in parental CHO-K1 cells; ATP EC20, Fluo-8 calcium fluorescence; 0% at ATP EC20, 100% at ATP max; activation, % at 3 µM; 360,000 tested, 0.02% active; AID 602247;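 active means activation above the run cutoff, the mean activation of all test compounds plus 3 SD, cut at about 40% in these data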;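 further: peak over basal fluorescence ratio in a 140 s read after ATP addition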
# OXTR potentiator: potentiators of human oxytocin receptor | activation, % at 3 µM | 320,000 tested, 0.061% active | P30559 | CHO-OTR cells, Fluo-8 calcium fluorescence, potentiator mode; 0% = oxytocin EC15, 100% = EC100 | AID 2445;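 active means activation above that plate's cutoff, the mean activation of tested compounds plus 3 SD, cut at about 6.6% in these data, passing the limit was not always enough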;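 further: 100% uses oxytocin at 75 nM as the full agonist control; some results filed as inactive read as strong as hits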
#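 Assay system: CHO cell line stably expressing human OTR | Also added: Oxytocin at about EC15, sub-maximal agonist stimulus | Times: Compound 6 min at room temperature before oxytocin, 100 s read | Measured by: Fluo-8 intracellular calcium fluorescence, ex 470-495, em 515-575 nm | Controls: EC15 oxytocin alone as 0%, 75 nM oxytocin as 100%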
# V1aR counter: V1a receptor agonism, counter-screen for OXTR agonists | activation, % at 3 µM | AID 2797 | CHO-V1R cells, Fluo-8 calcium fluorescence, agonist mode; 0% DMSO, 100% 3 nM vasopressin | 320,000 tested, 0.25% active;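 active means activation above the mean activation of all tested compounds plus 3 SD, per screening run, cut at about 20% in these data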;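 further: signal is peak over basal fluorescence ratio across a 100 second FLIPR read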
# Target sequence (P37288 whole entry, looked up): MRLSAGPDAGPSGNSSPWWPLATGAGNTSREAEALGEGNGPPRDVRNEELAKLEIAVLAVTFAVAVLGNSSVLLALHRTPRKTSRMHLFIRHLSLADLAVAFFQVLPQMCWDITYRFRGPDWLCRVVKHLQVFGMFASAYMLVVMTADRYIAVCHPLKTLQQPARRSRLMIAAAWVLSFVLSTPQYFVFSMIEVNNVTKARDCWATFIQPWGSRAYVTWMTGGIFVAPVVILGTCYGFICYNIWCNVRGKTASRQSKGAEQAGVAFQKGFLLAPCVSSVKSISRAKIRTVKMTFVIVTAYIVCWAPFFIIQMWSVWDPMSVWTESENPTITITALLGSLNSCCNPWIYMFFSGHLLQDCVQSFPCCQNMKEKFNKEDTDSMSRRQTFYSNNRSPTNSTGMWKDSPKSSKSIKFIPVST
# * = called active by the depositor; nt = not tested or not shown.
# The line under a structure holds: GPR7 antagonist | CHO-K1 Ca ag | CHO-K1 Ca antag | OXTR agonist | CHO parental Ca | TAAR1 antagonist | CHO-K1 Ca PAM | OXTR potentiator | V1aR counter
1. Cc1noc(C)c1S(=O)(=O)N1CCCC(C(=O)NCCc2ccccc2)C1 (stereo unspecified)
  -2 | 0.3 | -19 | -0.9 | -8 | -9 | 22 | -2 | 0.1
2. Cc1ccnc(NC(=O)c2ccc(NC(=O)CC3SC(N4CCCC4)=NC3=O)cc2)c1 (stereo unspecified)
  nt | -0.1 | 12 | -1.1 | -6 | -16 | 12 | -7 | 0.2
3. CCC(c1nnnn1-c1ccc2c(c1)OCCO2)N1CCN(c2ncccn2)CC1 (stereo unspecified)
  nt | 1.3 | -9 | nt | nt | 0 | 8 | nt | nt
4. CCc1ccc(OCCCCN(C)Cc2ccccc2)cc1
  3 | 0.9 | 12 | 4.9 | -15 | -13 | 14 | -12 | -0.1
5. O=c1ccc(-c2ccccc2)nn1Cc1ccccc1F
  8 | 5.6 | 1 | nt | nt | 2 | -9 | nt | nt
6. Cc1ccc(C(=O)OC2=CC(=O)CC(C)(C)C2)cc1
  -7 | 0.3 | -11 | -1.3 | -13 | -19 | 17 | -4 | 0.8
7. O=C(CSc1n[nH]c(-c2cccnc2)n1)Nc1cccc(Cl)c1
  7 | 3.1 | -11 | 0.6 | -10 | 2 | 16 | -9 | 3.6
8. CCN1CCN(C(=O)c2cc(COc3c(C)cccc3C)on2)CC1
  1 | 1.9 | -6 | 1.9 | -4 | -9 | 5 | -4 | 1.8
9. O=C(CSc1nnc(-c2ccccc2)o1)NCC1CCCCC1
  0 | 0.0 | -9 | -0.6 | -18 | 14 | -2 | -3 | -0.6
10. CS(=O)(=O)Nc1ccc(C(=O)Nc2ccccc2Cl)cc1
  -2 | -0.7 | 0 | 0.3 | -1 | -7 | 5 | -2 | 0.6
11. COc1ccc(CN2CC(C(=O)N3CCOCC3)CC2=O)cc1 (stereo unspecified)
  -1 | 0.3 | -3 | 0.2 | -12 | -7 | 12 | 3 | 0.3
12. COc1ccc(NC(=O)CN(C)S(=O)(=O)c2ccc3c(c2)NC(=O)CS3)cc1
  -14 | 2.0 | 6 | -1.2 | -7 | -9 | -11 | 3 | 0.0
13. CCCS(=O)(=O)N1CCC(C(=O)NCc2ccco2)CC1
  -15 | 0.7 | -9 | -0.5 | -7 | -9 | 18 | -16 | 0.6
14. O=C1Nc2ccc(NS(=O)(=O)c3cccs3)c3cccc1c23
  -7 | 0.7 | -7 | -0.3 | -14 | -9 | 17 | -4 | 0.1
15. O=S(=O)(Nc1ccc(N=Nc2ccc(O)c3ccccc23)cc1)c1ccccc1
  4 | -0.3 | 9 | 1.1 | 16 | 16 | 3 | -3 | 2.2
16. CCCC(=O)NC(=S)Nc1ccc(S(=O)(=O)Nc2ccc(OCC)cc2)cc1
  29* | 27* | 6 | 17 | 5 | 34 | 34 | -12 | 13
17. CC(=O)c1c(COC(=O)c2ccccc2)nc2ccccc2[n+]1[O-]
  1 | 4.0 | -1 | 7.7 | -2 | -14 | 12 | -8 | 6.0
18. O=C(CNC(=O)OCc1ccccc1)NCC(=O)Oc1ccc([N+](=O)[O-])cc1
  nt | 1.0 | -11 | nt | nt | 8 | 10 | nt | nt
19. O=C1C2C3c4ccccc4C(c4ccccc43)[C@@H]2c2nc3ccccc3n21 (stereo partly specified)
  12 | 1.7 | -8 | -1.3 | -17 | 33 | 15 | -15 | -0.7
20. Cc1nc(N2CCN(Cc3ccccc3)CC2)c(C#N)c2c1COC(C)(C)C2
  1 | 0.8 | -2 | -1.1 | -17 | 13 | 9 | -4 | -0.4
21. CC(=O)Nc1ccc(S(=O)(=O)Nc2nnc(C3CCCCC3)s2)cc1
  -7 | 0.6 | 4 | 0.3 | -6 | 0 | -2 | -4 | 1.2
22. NS(=O)(=O)c1ccc(CCNC(=O)CNC(=O)COc2ccccc2)cc1
  36 | 0.6 | 2 | -0.4 | 7 | -16 | 4 | -18 | 1.2
23. O=C(c1ccccc1)N1CCN(c2n[nH]c(=O)[nH]c2=O)CC1
  -2 | 0.2 | 3 | 0.1 | 9 | 0 | -14 | -7 | 0.4
24. COc1ccc2[nH]c(=O)c(CN(C)C(=O)c3ccncc3)cc2c1
  -10 | 0.8 | -26 | -0.1 | -7 | 6 | 15 | -2 | 0.2
25. COc1c(Br)cc([N+](=O)[O-])c(OC)c1C(=O)NC(=O)Nc1c(Cl)cccc1Cl
  -16 | 0.3 | -10 | -2.2 | -11 | 7 | 1 | -3 | 1.4
26. COc1ccc(Nc2nc3ccc(OC)cc3s2)cc1
  -9 | 3.4 | -6 | -0.1 | 5 | 10 | 4 | -25 | 0.9
27. Cc1ccsc1C(=O)OCC(=O)N(Cc1ccccc1)C(C)C
  nt | 0.0 | -15 | -1.0 | -27 | 11 | 25 | -8 | 0.4
28. CC12c3ccccc3C(c3ccccc31)C1C(=O)N(c3ccncc3)C(=O)C12 (stereo unspecified)
  6 | 0.1 | -11 | -2.0 | -17 | -4 | 17 | -15 | -0.9
29. COc1ccc(CCNC(=O)c2cc3c(=O)n4ccccc4nc3n(CCCN3CCOCC3)c2=N)cc1
  15 | 1.2 | -6 | 0.0 | -15 | -15 | 19 | 3 | 1.8
30. CCOc1ccc(/C(O)=C2/C(=O)C(=O)N(CCN(CC)CC)C2c2cccs2)cc1 (stereo unspecified)
  -7 | 1.4 | -3 | -0.5 | -12 | 5 | 0 | -11 | 8.7
31. COc1ccc(N(CC(O)CN2CCOCC2)S(=O)(=O)c2ccccc2)cc1 (stereo unspecified)
  1 | 0.0 | -11 | 0.3 | -5 | -6 | 4 | -5 | -0.5
32. CC(=O)Nc1ncc(Cc2cc(Cl)ccc2Cl)s1
  13 | 1.6 | 0 | -0.7 | -7 | -6 | 22 | -3 | 1.5
33. CCSc1nc2sc3c(c2c(=O)n1CC)CC(C)(C)OC3
  -5 | -0.2 | -13 | -0.3 | -12 | -13 | 16 | 9 | -1.0
34. Cc1ccc(CNC(=O)c2cc(-c3ccccc3C)nn2CC2CC(c3cccnc3)=NO2)cc1 (stereo unspecified)
  nt | 3.0 | -10 | -1.5 | -11 | 64* | -3 | -4 | 0.0
35. COc1cc2c3c(c1OC)-c1cc4c(cc1CC3(C#N)N(C(=O)c1ccccc1)CC2)OCO4 (stereo unspecified)
  nt | -0.4 | 6 | nt | nt | 9 | -14 | nt | nt
36. O=C(COC(=O)c1ccc(F)cc1F)Nc1cccnc1Cl
  nt | 0.6 | -22 | 0.1 | -13 | -6 | 12 | 0 | 0.6
37. CCOC(=O)c1sc(NC(=S)NC(=O)c2ccccc2)nc1C
  -3 | 0.1 | -6 | -0.1 | -1 | 3 | 8 | -8 | 0.0
38. C[C@@H]1CCCCO[C@@H](CN(C)S(=O)(=O)c2cn(C)cn2)[C@@H](C)CN([C@H](C)CO)C(=O)c2cc(NC(=O)Nc3ccc(C(F)(F)F)cc3)ccc2O1
  nt | 0.4 | -10 | nt | nt | -18 | 3 | nt | nt
39. Cc1ccc(C(=O)OCC(=O)c2c[nH]c3ccccc23)cc1NC(=O)c1ccco1
  3 | 1.1 | -1 | 2.0 | -6 | 32 | -8 | -10 | 2.3
40. CCCCC(=O)Nc1nnc(CCc2ccccc2)s1
  -11 | 0.2 | 0 | -1.7 | -18 | -13 | -2 | 3 | -1.7
41. CCN(CC)S(=O)(=O)c1cccc(NC(=O)c2cccc(S(=O)(=O)N3CCCC3)c2)c1
  nt | 3.5 | -9 | 1.7 | -24 | 18 | 15 | -6 | 4.0
42. O=C(CSC1=NS(=O)(=O)c2ccccc2N1)c1ccccc1
  nt | 2.0 | 2 | 1.0 | -11 | -12 | -18 | 1 | 0.3
43. CC1(c2nc3ccccc3[nH]2)CCC(=O)N1Cc1ccccn1 (stereo unspecified)
  nt | 0.5 | 2 | nt | nt | -10 | 12 | nt | nt
44. CCn1c(=O)c2sccc2n2c(CCCC(=O)NC3CCN(Cc4ccccc4)CC3)nnc12
  -15 | -0.1 | -13 | -0.2 | -18 | -5 | -2 | -4 | -0.1
45. Fc1ccc(Nc2ccc(-c3ccc(F)cc3)nn2)cc1
  8 | 0.9 | -6 | -2.9 | -3 | 10 | -3 | -3 | -1.2
46. O=C(CCC(=O)Nc1ccc(F)cc1)N/N=C/c1ccc(O)cc1O
  2 | 0.0 | 12 | -0.5 | -9 | -4 | -11 | -9 | 0.5
47. CS(=O)(=O)N1CCN(C(=O)c2cc(-c3ccccc3)nc3ccccc23)CC1
  -8 | 3.0 | -15 | 3.2 | -8 | 12 | -8 | -6 | 2.2
48. COc1ccc(N=C2O/C(=C/c3sc(=S)n(CC4CCCO4)c3O)N=C2C#N)cc1 (stereo unspecified)
  -7 | 2.5 | 6 | 7.8 | -7 | 3 | 8 | -14 | 6.6
49. CN(C(=O)COC(=O)Cn1cnc2c1c(=O)n(C)c(=O)n2C)C1(C#N)CCCCC1
  nt | 1.2 | -14 | 0.9 | -5 | -38 | 12 | 7 | 0.3
50. COc1ccc(CNCCC2(O)CC(C)N(C)CC2C)cc1OC (stereo unspecified)
  -11 | 0.4 | -12 | 0.1 | 2 | -3 | 14 | -5 | 0.1

# Source: PubChem BioAssay (The Scripps Research Institute Molecular Screening Center)

# Rows were taken by chance; 3.5% or so of the library scored in one or more.
